Compound activity as filed in PubChem.
HSF1 inh – HSF1 inhibition | AID 2098 | activity change, negative = inhibition, % at 7.5 µM (by protocol) | actives 0.77% (n = 300,000) | NIH3T3-HGL HSE-luciferase, MG132-induced, luminescence 8 h; hits give low values;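 active = more than half of replicate wells show activity change below -50%, luminescence cut by over half; inconclusive = some wells, but at most half, below -50%; inactive = no replicate well below -50%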;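 note: luciferase reports HSF-1 transcriptional activity via heat shock element; 0% = median of DMSO wells and -100% = zero luminescence signal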
HSF1 activator – increases HSF-1 driven luciferase reporter signal; activation, % at 9 µM; NIH3T3-HGL HSF-1 luciferase reporter, MG132, 8 h; 100% = twice DMSO control signal; actives 1.7% (n = 300,000);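 active = mean replicate activation of at least 50% with a set share of replicates each reaching 50%; inconclusive = only one of those two conditions met; inactive = mean below 50% and too few replicates reaching it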;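 note: 0% = median of the neutral control wells and 100% = twice that signal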
KLF5 inh – kruppel-like factor 5 inhibition; DLD-1 KLF5 promoter-luciferase reporter, luminescence; inhibition, % at 5 µM; actives 0.23% (n = 290,000); AID 1700;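 active = inhibition above a per-plate limit of that plate's mean compound inhibition plus 3 SD, cut at about 60% in these data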;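 note: 0% = DMSO wells and 100% = LY294002 at 200 µM; higher means less KLF5 promoter-driven luciferase light; inactives centre near -14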
GSK3A inh – inhibitors of human GSK-3 alpha kinase; ADP-Glo luminescence, 60 min; inhibition, % at 10 µM; P49840; actives 0.1% (n = 320,000); AID 2650;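 in the data active = inhibition above about 50%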;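 note: GST-tagged GSK-3 alpha with peptide substrate and 25 µM ATP; 0% = DMSO neutral wells and 100% = GW8510 positive control wells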
Target sequence (P49840 whole entry, looked up): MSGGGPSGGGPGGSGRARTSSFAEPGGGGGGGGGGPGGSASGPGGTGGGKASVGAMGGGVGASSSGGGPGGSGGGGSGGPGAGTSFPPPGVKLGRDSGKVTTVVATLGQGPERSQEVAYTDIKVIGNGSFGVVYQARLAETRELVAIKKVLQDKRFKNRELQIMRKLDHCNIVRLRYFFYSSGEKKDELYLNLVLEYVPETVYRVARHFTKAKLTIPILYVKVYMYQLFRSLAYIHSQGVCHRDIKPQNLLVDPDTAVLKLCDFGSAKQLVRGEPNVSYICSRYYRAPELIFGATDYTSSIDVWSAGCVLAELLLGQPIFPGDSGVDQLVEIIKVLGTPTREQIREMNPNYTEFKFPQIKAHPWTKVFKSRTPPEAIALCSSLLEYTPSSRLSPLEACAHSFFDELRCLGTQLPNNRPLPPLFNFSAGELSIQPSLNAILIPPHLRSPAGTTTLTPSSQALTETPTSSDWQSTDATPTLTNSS
AI-2 QS mod – Vibrio harveyi AI-2 quorum sensing modulation; Vibrio harveyi JMH597 AI-2 luminescence/OD600 ratio, 9 h; hits give low values; strain lacks LuxN and CqsS sensors; 0 = neutral-control median; activity change, % at 7.5 µM; actives 0.4% (n = 300,000); in the data active = activity change below about -75%, passing the limit was not always enough; inconclusive = no clear call, values can overlap the other calls;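 note: luminescence divided by OD600 gain over 9 h not by final OD600 alone; inactives centre near 13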
GSK3B inh – blocks human GSK3beta kinase activity; actives 0.038% (n = 300,000); activity score (negative = inhibition), % at 10 µM; P49841; GST-GSK3beta kinase, ADP-Glo luminescence, 60 min; hits give low values; AID 2097;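 active = more than half of replicate wells score below -50%, meaning over 50% inhibition versus plate controls; inconclusive = some replicates but at most half score below -50%; inactive = no replicate scores below -50%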;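 note: 0% = median DMSO wells and -100% = median GW8510 positive control wells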
Target sequence (P49841 whole entry, looked up): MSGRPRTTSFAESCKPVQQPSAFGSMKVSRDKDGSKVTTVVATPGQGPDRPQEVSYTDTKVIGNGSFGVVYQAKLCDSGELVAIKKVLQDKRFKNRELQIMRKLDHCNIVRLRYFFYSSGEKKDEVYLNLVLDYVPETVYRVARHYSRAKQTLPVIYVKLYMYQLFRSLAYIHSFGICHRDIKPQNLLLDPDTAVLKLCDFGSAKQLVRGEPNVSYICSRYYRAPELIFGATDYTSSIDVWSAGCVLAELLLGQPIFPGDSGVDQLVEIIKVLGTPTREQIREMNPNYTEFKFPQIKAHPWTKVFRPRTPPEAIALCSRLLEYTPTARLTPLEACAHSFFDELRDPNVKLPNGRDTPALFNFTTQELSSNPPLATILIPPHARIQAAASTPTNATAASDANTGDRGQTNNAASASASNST
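Assay system: GST-tagged human GSK3beta kinase, cell-free; Input: 1.6 ng GSK3beta; Medium: Tris/MgCl2 kinase buffer; Timing: 60 min enzyme reaction, room temperature; Signal: ADP-Glo luminescence quantifying ADP generated by kinase; Evaluation: score relative to plate controls; Benchmarks: DMSO neutral wells and GW8510 at 20 µM as positive.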
PolyA inhibitor – yeast polyadenylation inhibition. AID 1875. actives 0.02% (n = 300,000). calls only at 12 µM. S. cerevisiae SKY197-pL101 polyadenylation reporter, beta-gal luminescence; efflux-impaired pdr1/pdr3 knockout yeast; score 100 = 6 SD above DMSO;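 active = lowest replicate activity score at least 50, where 100 means six control SD above control mean; inconclusive = lowest score under 50 but half or more replicates reach 50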;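 note: yeast exposed to compound for 9 h at 30 °C; higher score means more reporter readthrough which indicates perturbed polyadenylation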
aSyn 5UTR inh – MLPCN primary screen, SNCA 5' untranslated region | alpha-synuclein 5'UTR reporter, inhibitor activity | inhibition, % (tested at 7.5 µM) | actives 0.82% (n = 300,000) | AID 1813; in the data active = inhibition above about 60%; inconclusive = no clear call, values can overlap the other calls;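 note: H4 neuroglioblastoma cells stably carrying SNCA 5'UTR luciferase fusion; 0% = DMSO wells and 100% = positive control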
IEC-6 cytotox – kills IEC-6 intestinal cells in KLF5 counter-screen; IEC-6 cytotoxicity, luminescence viability; inhibition, % at 5 µM; actives 0.78% (n = 290,000); AID 1825; in the data active = inhibition above about 22%;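 note: 0% = plate median of test compound wells and 100% = cytotoxic reference compound wells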
HSP90 inh – blocks HSP90-mediated luciferase refolding in reticulocyte lysate | Rabbit reticulocyte lysate, luciferase refolding luminescence, 3 h | AID 1789 | actives 0.91% (n = 290,000) | inhibition, % at 5.6 µM;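 active = inhibition above the screen-wide mean plus 3 SD, computed separately per campaign, cut at about 16% in these data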;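 note: 0% = DMSO wells and 100% = 60 µM geldanamycin wells; inhibitors lower the luminescence because luciferase stays unfolded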
Numbers without * were called inactive. This is a subset, so the mix of outcomes need not match the whole.

`COC(=O)c1nn(-c2ccc(OC)cc2)c(=O)cc1Sc1ccc(C)cc1` gave HSF1 inh -6, HSF1 activator -3, KLF5 inh -13, GSK3A inh -2, AI-2 QS mod -3, GSK3B inh -2, PolyA inhibitor inactive, aSyn 5UTR inh -38, IEC-6 cytotox -2 and HSP90 inh 5.
`CCOc1ccc(NCc2nnc(SCc3ccccc3Cl)n2-c2ccccc2)cc1` gave HSF1 inh inconclusive, HSF1 activator -61, KLF5 inh -2, GSK3A inh -1, AI-2 QS mod 33, GSK3B inh -3, PolyA inhibitor inactive, aSyn 5UTR inh 18, IEC-6 cytotox -2 and HSP90 inh 2.
`CCOC(=O)C1CCN(C(=O)COC(=O)c2ccc3c(c2)C(=O)N(c2ccc(OCC)cc2)C3=O)CC1` gave HSF1 inh -4, HSF1 activator 0, KLF5 inh 3, GSK3A inh 1, AI-2 QS mod 33, GSK3B inh -1, PolyA inhibitor inactive, aSyn 5UTR inh 9, IEC-6 cytotox 4 and HSP90 inh 3.
Screening COc1ccc(/C=N/NC(=O)c2ccc3nc[nH]c3c2)c(OC)c1OC returned HSF1 inh -14, HSF1 activator -8, KLF5 inh -13, GSK3A inh -6, AI-2 QS mod 3, GSK3B inh 0, PolyA inhibitor inactive, aSyn 5UTR inh 3, IEC-6 cytotox -1 and HSP90 inh -5.
CCC(=O)N1CCN(c2nc(-c3ccc(Cl)cc3)cs2)CC1 was read as HSF1 inh 8, HSF1 activator -16, KLF5 inh -31, GSK3A inh 3, AI-2 QS mod -11, GSK3B inh -1, PolyA inhibitor inactive, aSyn 5UTR inh -41, IEC-6 cytotox 4 and HSP90 inh 1.
CCCCCN(C(=O)CCC(=O)OCC(=O)Nc1cccc(SC)c1)c1c(N)n(CCCC)c(=O)[nH]c1=O was read as HSF1 inh -2, HSF1 activator -20, GSK3A inh -7, AI-2 QS mod 9, GSK3B inh -1, PolyA inhibitor inactive and aSyn 5UTR inh -4.
Screening COc1ccccc1CNCC(c1ccccc1)c1ccccc1 returned HSF1 inh 25, HSF1 activator 61*, KLF5 inh 16, GSK3A inh 0, AI-2 QS mod 3, GSK3B inh 2, PolyA inhibitor inactive, aSyn 5UTR inh 12, IEC-6 cytotox 5 and HSP90 inh -4.
CCOC(=O)C1=C(C)NC(=O)C(C(N)=O)C12CCCCC2 (stereo unspecified) was read as HSF1 inh -8, HSF1 activator 0, KLF5 inh -41, GSK3A inh -24, AI-2 QS mod -9, GSK3B inh 3, PolyA inhibitor inactive, aSyn 5UTR inh -5, IEC-6 cytotox 0 and HSP90 inh -1.
Screening O=C1c2ccccc2NC(c2ccc(O)cc2)N1/N=C/c1ccc(O)cc1 (stereo unspecified) returned HSF1 inh 29, HSF1 activator 70*, KLF5 inh -55, GSK3A inh 1, AI-2 QS mod 2, GSK3B inh 3, PolyA inhibitor inactive, aSyn 5UTR inh -122, IEC-6 cytotox 2 and HSP90 inh 6.
`O=C(Nn1cnnc1)c1ccc([N+](=O)[O-])cc1Cl` gave HSF1 inh -3, HSF1 activator 11, GSK3A inh -4, AI-2 QS mod 11, GSK3B inh 5, PolyA inhibitor inactive and aSyn 5UTR inh 1.
`C[N+]1=C(/C=C/Nc2ccccc2Cl)C(C)(C)c2ccccc21` gave HSF1 inh -27, HSF1 activator -27, KLF5 inh -15, AI-2 QS mod 19, GSK3B inh 0, PolyA inhibitor inactive, aSyn 5UTR inh -18, IEC-6 cytotox 0 and HSP90 inh -1.
Screening CCN(CC)C(=O)c1cn(C)c(=O)c2cc(OC)c(OC)cc12 returned HSF1 inh -3, HSF1 activator 0, KLF5 inh -4, GSK3A inh -1, AI-2 QS mod 8, GSK3B inh -2, PolyA inhibitor inactive, aSyn 5UTR inh 28, IEC-6 cytotox 4 and HSP90 inh 1.
For Cc1ccc(S(=O)(=O)NC2(C(=O)O)CCCCC2)cc1 the results were HSF1 inh -4, HSF1 activator -6, KLF5 inh -86, GSK3A inh -1, AI-2 QS mod 0, GSK3B inh -1, PolyA inhibitor inactive, aSyn 5UTR inh -17, IEC-6 cytotox 2 and HSP90 inh 2.
For Cc1c(Cl)cccc1NC(=O)c1ccco1 the results were HSF1 inh 4, HSF1 activator -21, KLF5 inh -44, GSK3A inh 2, AI-2 QS mod 3, GSK3B inh 2, PolyA inhibitor inactive, aSyn 5UTR inh -28, IEC-6 cytotox 2 and HSP90 inh 0.
O=C(Oc1cc(=O)oc2c1c(=O)n1c3c(cccc23)CC1)c1ccc(F)cc1 was read as HSF1 inh -67*, HSF1 activator -75, KLF5 inh 5, GSK3A inh 4, AI-2 QS mod 38, GSK3B inh 2, PolyA inhibitor inactive, aSyn 5UTR inh -9, IEC-6 cytotox -2 and HSP90 inh -2.
Screening CCc1ccc(C(C(=O)NC2CCCC2)N(C(=O)/C=C/C(=O)Nc2cc(C)on2)c2ccccc2C)cc1 (stereo unspecified) returned HSF1 inh 9, HSF1 activator 22, KLF5 inh -6, GSK3A inh 1, AI-2 QS mod 14, GSK3B inh 3, PolyA inhibitor inactive, aSyn 5UTR inh -15, IEC-6 cytotox 0 and HSP90 inh 1.
Screening Cc1ccc(C(=O)NNC(=O)Cc2csc(-c3csc(C)n3)n2)cc1 returned HSF1 inh 3, HSF1 activator -6, KLF5 inh -18, GSK3A inh -2, AI-2 QS mod 5, GSK3B inh 0, PolyA inhibitor inactive, aSyn 5UTR inh 13, IEC-6 cytotox -11 and HSP90 inh -4.
`Cc1ccc(/C=C/c2ccc(=O)n(Cc3ccccc3Cl)n2)cc1` gave HSF1 inh 1, HSF1 activator 1, KLF5 inh -13, GSK3A inh -5, AI-2 QS mod 21, GSK3B inh 0, PolyA inhibitor inactive, aSyn 5UTR inh 9, IEC-6 cytotox -4 and HSP90 inh -3.
Screening O=C(c1ccco1)N1CCN(c2c([N+](=O)[O-])nn(-c3cccc(Cl)c3)[n+]2[O-])CC1 returned HSF1 inh 3, HSF1 activator 2, KLF5 inh -21, GSK3A inh 2, AI-2 QS mod 10, GSK3B inh -1, PolyA inhibitor inactive, aSyn 5UTR inh 22, IEC-6 cytotox -5 and HSP90 inh 5.
COc1cccc(NC(=O)c2ccc3snnc3c2)c1 was read as HSF1 inh 20, HSF1 activator 30, KLF5 inh -40, GSK3A inh -20, AI-2 QS mod -9, GSK3B inh -3, PolyA inhibitor inactive, aSyn 5UTR inh -105, IEC-6 cytotox 3 and HSP90 inh 0.
C=CCn1c(CSCc2ccc(C)cc2)nnc1SCC(=O)NCc1ccccc1 was read as HSF1 inh 7, HSF1 activator 11, KLF5 inh 13, GSK3A inh -4, AI-2 QS mod 21, GSK3B inh -3, PolyA inhibitor inactive, aSyn 5UTR inh -14, IEC-6 cytotox -2 and HSP90 inh 1.
`CC12CC(c3ccccc3O1)C(C(=O)NCc1ccccc1)C(=O)N2` (stereo unspecified) gave HSF1 inh -71*, HSF1 activator -76, KLF5 inh -28, GSK3A inh -1, AI-2 QS mod 18, GSK3B inh -2, PolyA inhibitor inactive, aSyn 5UTR inh 32, IEC-6 cytotox -4 and HSP90 inh -1.
For O=C(Nc1ccccc1C(=O)O)c1ncn[nH]1 the results were HSF1 inh -2, HSF1 activator 4, KLF5 inh -30, AI-2 QS mod 9, GSK3B inh 8, PolyA inhibitor inactive, aSyn 5UTR inh -18, IEC-6 cytotox -1 and HSP90 inh -2.
Nc1ccc2nc(-c3ccccc3)cnc2c1 was read as HSF1 inh 13, HSF1 activator 7, GSK3A inh -2, AI-2 QS mod 7, GSK3B inh 2, PolyA inhibitor inactive and aSyn 5UTR inh -76.
Screening CCOc1ccc(NC(=O)CN(C)C(=O)/C=C/c2ccc(S(=O)(=O)N3CCCCCC3)cc2)cc1OCC returned HSF1 inh 1, HSF1 activator -5, GSK3A inh 1, AI-2 QS mod 25, GSK3B inh -1, PolyA inhibitor inactive and aSyn 5UTR inh 32.
`Cc1cc2oc3c(c(=O)c2cc1C)C(c1ccc(C(C)C)cc1)N(CCCN1CCOCC1)C3=O` (stereo unspecified) gave HSF1 inh 33, HSF1 activator 58*, KLF5 inh 3, AI-2 QS mod 8, GSK3B inh -1, PolyA inhibitor inactive, aSyn 5UTR inh 11, IEC-6 cytotox 1 and HSP90 inh -3.
For Cc1nnc(SCCCCSc2nnc(C)c(=O)[nH]2)[nH]c1=O the results were HSF1 inh 0, HSF1 activator 24, KLF5 inh 6, GSK3A inh 1, AI-2 QS mod 24, GSK3B inh 2, PolyA inhibitor inactive, aSyn 5UTR inh 14, IEC-6 cytotox -1 and HSP90 inh -4.
COc1ccc(N2CCN(/C(=N\S(=O)(=O)c3ccccc3)Nc3nc(C)cc(C)n3)CC2)cc1 was read as HSF1 inh -6, HSF1 activator 20, KLF5 inh -10, GSK3A inh -4, AI-2 QS mod 1, GSK3B inh -1, PolyA inhibitor inactive, aSyn 5UTR inh -3, IEC-6 cytotox -5 and HSP90 inh 39*.
CN1C(=O)C(C)(C)c2cc(S(=O)(=O)NCC3CCC(C(=O)NC4CCCCC4)CC3)ccc21 (stereo unspecified) was read as HSF1 inh -8, HSF1 activator 8, KLF5 inh 2, GSK3A inh -1, AI-2 QS mod 9, GSK3B inh 3, PolyA inhibitor inactive, aSyn 5UTR inh 6, IEC-6 cytotox -5 and HSP90 inh -3.
`CN1CC2=Cc3ccccc3OC23Oc2ccccc2C=C3C1` gave HSF1 inh 5, HSF1 activator 12, KLF5 inh -20, GSK3A inh 0, AI-2 QS mod 26, GSK3B inh -4, PolyA inhibitor inactive, aSyn 5UTR inh -27, IEC-6 cytotox -2 and HSP90 inh 3.
Screening CCOc1ccc(CC(=O)Nc2sc(Cc3ccccc3)c(C)c2C(N)=O)cc1OCC returned HSF1 inh -3, HSF1 activator -9, KLF5 inh -9, GSK3A inh 0, AI-2 QS mod 20, GSK3B inh 1, PolyA inhibitor inactive, aSyn 5UTR inh 19, IEC-6 cytotox -6 and HSP90 inh -1.
`CS(=O)(=O)N(CC(=O)NCc1ccccc1)C1CCCCC1` gave HSF1 inh -77*, HSF1 activator -83, KLF5 inh -25, GSK3A inh 2, AI-2 QS mod 1, GSK3B inh 0, PolyA inhibitor inactive, aSyn 5UTR inh -7, IEC-6 cytotox -5 and HSP90 inh 2.
Screening O=C(CN1C(=O)NC2(CCc3ccccc3C2)C1=O)Nc1ccc(Cl)cc1F (stereo unspecified) returned HSF1 inh -1, HSF1 activator -17, KLF5 inh -22, GSK3A inh 0, AI-2 QS mod 7, GSK3B inh 2, PolyA inhibitor inactive, aSyn 5UTR inh 6, IEC-6 cytotox -6 and HSP90 inh 4.
